Screening results: PubChem, National Center for Advancing Translational Sciences (NCATS)
Pin1 inhibitor: blocks the human prolyl isomerase Pin1. Pin1 FP peptide displacement, HiFluor488, 10 min. Potency, µM (doses to about 115 µM), for the others: at the highest dose activity, negative = inhibition, most hits filed as inhibitors. hit rate 0.009% among 390,000. AID 504891; active means well fitted inhibition curve with a large enough effect in the polarisation, with a control signal flat, not every such curve was filed as active; inconclusive means small, poorly fitted or top-dose-only effect, or effect the other way, or a change in a side signal; inactive means no such curve, though single readings can be large or run the other way; the % refers to the polarisation; further: on the % scale 0 is the no-effect control and ±100 the full control effect
JMJD2A Tudor inh: JMJD2A Tudor domain (human) inhibition. O75164. AlphaScreen JMJD2A-Tudor / H3K4me3 peptide binding. hit rate 4.4% among 390,000. Potency, µM (titrated, usually from 114 µM), without a hit: at the highest dose activity change, negative = inhibition, hits mostly inhibitors; further: on the % scale 0 is the no-effect control and ±100 the full control effect; nearly all actives have a fitted effect of over 50% in size
POLI inh: blocks human DNA polymerase iota activity. Pol iota fluorescent replication assay, 10 min. Potency, µM (top dose mostly 115 µM), for the others: top-dose activity, negative = inhibition, hits mostly inhibitors. hit rate 1% among 390,000
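Pol iota at 10 nM preincubated 15 min with compounds at room temperature; reaction started with fluorescent substrate, 50 nM final. Fluorescence read kinetically at 0 and 10 min; buffer-only wells as negative control.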
G9a block: G9a (human) methyltransferase inhibition; hit rate 8.8% among 350,000; Potency, µM (top dose mostly 102 µM), inactives show at the top dose activity, negative = inhibition, hits mostly inhibitors; Q96KQ7; G9a H3K9 monomethylation, AlphaScreen, 2 h; further: on the % scale 0 is the no-effect control and ±100 the full control effect; nearly all actives have a fitted effect of over 75% in size
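Signal arises when biotinylated H3K9 peptide, once monomethylated, bridges streptavidin donor and antibody-captured acceptor beads. Enzyme at 20 nM was preincubated 15 min with test compounds; peptide 500 nM and SAM 20 uM then reacted for 2 h.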
GLS inhibitor: glutaminase GLS (human) inhibition | O94925 | GLS enzymatic activity, qHTS titration | Potency, µM (doses to about 45.5 µM), inactives show at the top dose activity change, negative = inhibition, actives largely listed as inhibitors | hit rate 0.21% among 410,000; further: on the % scale 0 is the no-effect control and ±100 the full control effect
Target sequence (O94925 whole entry, looked up): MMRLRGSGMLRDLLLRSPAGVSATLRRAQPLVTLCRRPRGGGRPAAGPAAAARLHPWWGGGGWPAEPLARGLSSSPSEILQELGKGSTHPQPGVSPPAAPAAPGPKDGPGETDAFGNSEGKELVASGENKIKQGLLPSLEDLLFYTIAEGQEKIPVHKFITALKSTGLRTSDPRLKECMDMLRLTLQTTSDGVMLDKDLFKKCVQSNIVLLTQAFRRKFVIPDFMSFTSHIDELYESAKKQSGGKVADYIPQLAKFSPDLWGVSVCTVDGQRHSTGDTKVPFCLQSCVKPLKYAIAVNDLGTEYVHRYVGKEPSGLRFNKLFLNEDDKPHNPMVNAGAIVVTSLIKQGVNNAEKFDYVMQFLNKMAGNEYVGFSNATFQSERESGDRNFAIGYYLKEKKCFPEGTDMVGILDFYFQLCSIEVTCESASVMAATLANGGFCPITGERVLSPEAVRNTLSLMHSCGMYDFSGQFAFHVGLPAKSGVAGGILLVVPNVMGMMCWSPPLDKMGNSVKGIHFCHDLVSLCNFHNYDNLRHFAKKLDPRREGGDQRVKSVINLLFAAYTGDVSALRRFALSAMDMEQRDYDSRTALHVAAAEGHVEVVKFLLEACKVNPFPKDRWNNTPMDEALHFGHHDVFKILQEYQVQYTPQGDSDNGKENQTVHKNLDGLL
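Two-point fluorescence kinetic (t0, 30 min RT) for hKGA; glutamate detected via glutamate oxidase–HRP–Amplex Red. Substrate: 1 mM L-glutamine solution; buffer 45 mM KH2PO4, pH 8.2.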
HP1b chromo inh: blocks HP1-beta chromodomain binding to methylated histone tails. P83916. hit rate 0.56% among 390,000. AlphaScreen HP1-beta / biotin-H3K9me3 peptide binding. AID 540317. Potency, µM (series often up to 114 µM), for inactives: at the top dose activity change, negative = inhibition, most hits filed as inhibitors; further: nearly all actives have a fitted effect of over 70% in size; inactives centre near 23
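Compound inhibition of the preformed complex between 50 nM HP1-beta and 50 nM biotinylated H3K9me3 peptide was read by AlphaScreen. Buffer was PBS pH 7.4 with 0.01% Tween-20. Incubations ran 30 min at room temperature, with 10 ug/mL donor/acceptor beads.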
BAZ2B block: BAZ2B (human) inhibition; Q9UIF8; AlphaScreen BAZ2B-H3K14Ac peptide displacement; Potency, µM (series often up to 114 µM), inactives show at the highest dose activity change, negative = inhibition, actives largely listed as inhibitors; hit rate 4.4% among 360,000; AID 504333; further: on the % scale 0 is the no-effect control and ±100 the full control effect; nearly all actives have a fitted effect of over 60% in size
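BAZ2B 50 nM plus b-H3(5-23)K14Ac 50 nM, PBS pH 7.4/0.01% Tween-20, 30 min RT; compound added (max 110 uM), 30 min RT; streptavidin donor/Ni-chelate acceptor beads 10 ug/mL final, 20 min dark; AlphaScreen read.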
BLM inh: blocks DNA unwinding by human BLM helicase; P54132; Potency, µM (titrated, usually from 56.1 µM), without a hit: at the highest dose activity change, negative = inhibition, usual class: inhibitors; AID 2528; recombinant BLM DNA unwinding, fluorescence dequenching; hit rate 0.2% among 350,000;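 further: plate controls were vehicle for no effect and no enzyme for full effect; nearly all actives have a fitted effect of over 35% in size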
Tb PGK inh: T. brucei PGK inhibition. P07378. PGK/GAPDH coupled, Kinase-Glo luminescence, 60 min. Potency, µM (doses to about 57.5 µM), inactives show at the highest dose activity change, negative = inhibition, hits mostly inhibitors. hit rate 0.043% among 380,000; further: on the % scale 0 is the no-effect control and ±100 the full control effect; nearly all actives have a fitted effect of over 60% in size
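Luminescent ATP detection (Kinase-Glo Plus) follows a 60-minute room-temperature incubation, with wells lacking PGK as controls. Buffer: 100 mM TEA (pH 7.6), 5 mM MgCl2, 0.01% Tween-20. Coupling enzyme GAPDH (100 nM final) supplies unstable 1,3-BPG in-well.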
Active calls of the source: *; i = inactive; u = inconclusive; x = not tested or not shown; [ ] = dose if it differs, or a comment. Unless noted, the call rests on the fitted dose curve; in most records, active means well fitted curve in the direction sought with a large enough effect; inconclusive means small, poorly fitted or top-dose-only effect, or another doubt; inactive means no such curve, though single readings can be large; an effect the other way counts as inactive or inconclusive. Potency means the concentration at half of the fitted maximal effect. This is a subset; rates above refer to the full screens.

Order of results: Pin1 inhibitor | JMJD2A Tudor inh | POLI inh | G9a block | GLS inhibitor | HP1b chromo inh | BAZ2B block | BLM inh | Tb PGK inh
COc1cccc(NC(=O)c2ccccc2Br)c1
 : -5% | 7% | 35%[activator] | 17%[0.501 µM] | -5% | 38% | -2% | -4% | -12%
COc1ccccc1NC(=O)C/C(N)=N/OCC(=O)Nc1cccc(Cl)c1
 : 9% | -14% | 12% | x | -3% | 29% | x | x | -1%
O=C(NNS(=O)(=O)c1ccc(Br)cc1)c1ccccc1-n1cccc1
 : -10% | -11% | -16% | 15% | 15% | 21% | -29% | -5% | -8%
COc1cccc(CNS(=O)(=O)c2ccc3c(c2)oc(=O)n3C)c1
 : u | -1% | 4% | x | 7% | 2% | -24% | -13% | -8%
COc1cccc(CN2CC(C(=O)NCCc3ccc(C)s3)CCC2=O)c1 (stereo unspecified)
 : -1% | u | 16% | x | 21% | 17% | -1% | -9% | 9%
COc1ccccc1Nc1nc(=O)[nH]nc1C
 : -1% | -8% | 0% | 13%[59 µM] | 0% | 19% | -4% | -5% | -5%
Cn1ncc2c(Nc3ccc(Br)cc3)nc(Nc3ccc(Br)cc3)nc21
 : 11% | -20% | 48%[activator] | -7%[2.33 µM] | 11% | 14%[57 µM] | -5% | -10% | i
COC(=O)C1=C(C)NC(C)=C(C(=O)OC)C1c1cn(-c2ccccc2)nc1-c1ccco1
 : 37%[activator] | u | 2% | -3%[59 µM] | 3% | -14% | -7% | -14% | -2%
O=C(Nc1ccc(-c2nc3cc(NC(=O)c4ccc(Cl)cc4)ccc3o2)cc1)c1ccc(Cl)cc1
 : 4% | -9% | 12% | 8%[59 µM] | -7% | 27% | 1% | -2% | -1%
CCN(CC)c1cc(-c2ccccc2)ncn1
 : 4% | 6% | 22% | 11%[59 µM] | 6% | 38% | 0% | 3% | -6%
CC(=O)c1ccc(NC(=O)C(C)n2c3ccccc3c3nc(=O)cc(C)n32)cc1 (stereo unspecified)
 : -4% | -13% | 37%[activator] | x | -2% | 23% | -4% | 3% | -9%
CNC(=O)[C@]1(C(F)(F)F)C[C@H](CCc2ccccc2)CCCO1
 : 4% | -17% | -9% | x | x | 17% | x | -15% | x
N=C1S/C(=C\c2ccc(O)cc2)C(=O)N1c1ccc(F)cc1
 : u | -16% | u | 8% | 0% | 21% | 1% | -18% | -2%
Cn1c(SCC(=O)N/N=C/c2cc([N+](=O)[O-])ccc2O)nnc1-c1ccccc1
 : 0% | u | 23% | -2% | -3% | 32% | -1% | 1% | -8%
Cc1ccc(CNCc2c(C(=O)O)n(Cc3ccc(C)cc3)c3cc(C)ccc23)cc1
 : 6% | u | -12% | u | 2% | 1% | -36% | -7% | 8%
O=C(C1CCCO1)N1CCN(c2ccc(F)cc2)CC1 (stereo unspecified)
 : 2% | -8% | -4% | 1%[59 µM] | 34%[activator] | 31%[activator] | -2% | -5% | -5%
Cc1cc(N)n2nc(C)c(-c3ccccc3)c2n1
 : 2% | 2%[57.1 µM] | 15% | 16%[59 µM] | -1% | 54%[activator] | -7% | -5% | -4%
Cc1ccc(S(=O)(=O)N2CCOCC2)cc1NC(=O)CNc1ccccc1N1CCCC1=O
 : 1% | -15% | u | u | 1% | 38%[activator] | -5% | x | -10%
NC(=O)c1ccc(NC(=O)CSc2nnc(C3CC3)n2C2CC2)cc1
 : -11% | -21% | 32% | x | -16% | 5% | x | x | -7%
O=c1cc(-c2ccccc2)oc2ccc(Br)cc12
 : 6% | -20% | u | x | -4% | 41%[activator] | x | x | -11%
COc1ccc(C(CNC(=O)c2ccc(C)c(S(=O)(=O)N3CCCCC3)c2)N(C)C)cc1OC (stereo unspecified)
 : 0% | -5% | 4% | 4% | -14% | 21%[57 µM] | x | 5% | -7%
CC(=O)N1CCCc2cc(S(=O)(=O)N3CCCC(C(=O)N4CCN(c5ccccc5F)CC4)C3)ccc21 (stereo unspecified)
 : 3% | -12% | 10% | 3%[59 µM] | -17% | 10%[57 µM] | -6% | -4% | 11%
Cc1cccc(NC(=O)Cc2nc(-c3c[nH]c(C(=O)N4CCCC4)c3)cs2)c1
 : 14% | u | 47%[activator] | 56µM* | 4% | -36% | u | x | -5%

Another view of some results above:
Pin1 inhibitor	JMJD2A Tudor inh	POLI inh	G9a block	GLS inhibitor	HP1b chromo inh	BAZ2B block	BLM inh	Tb PGK inh	compound
-4%	-13%	37%[activator]	x	-2%	23%	-4%	3%	-9%	CC(=O)c1ccc(NC(=O)C(C)n2c3ccccc3c3nc(=O)cc(C)n32)cc1 (stereo unspecified)
4%	-17%	-9%	x	x	17%	x	-15%	x	CNC(=O)[C@]1(C(F)(F)F)C[C@H](CCc2ccccc2)CCCO1
u	-16%	u	8%	0%	21%	1%	-18%	-2%	N=C1S/C(=C\c2ccc(O)cc2)C(=O)N1c1ccc(F)cc1
0%	u	23%	-2%	-3%	32%	-1%	1%	-8%	Cn1c(SCC(=O)N/N=C/c2cc([N+](=O)[O-])ccc2O)nnc1-c1ccccc1
6%	u	-12%	u	2%	1%	-36%	-7%	8%	Cc1ccc(CNCc2c(C(=O)O)n(Cc3ccc(C)cc3)c3cc(C)ccc23)cc1
2%	-8%	-4%	1%[59 µM]	34%[activator]	31%[activator]	-2%	-5%	-5%	O=C(C1CCCO1)N1CCN(c2ccc(F)cc2)CC1 (stereo unspecified)
2%	2%[57.1 µM]	15%	16%[59 µM]	-1%	54%[activator]	-7%	-5%	-4%	Cc1cc(N)n2nc(C)c(-c3ccccc3)c2n1
1%	-15%	u	u	1%	38%[activator]	-5%	x	-10%	Cc1ccc(S(=O)(=O)N2CCOCC2)cc1NC(=O)CNc1ccccc1N1CCCC1=O
